# Screening data as filed in PubChem BioAssay.
# GSK3 alpha inh – blockers of GSK3A enzyme activity – biochemical, luminescence, cell-free homogeneous, HTS, primary screen; Glycogen synthase kinase-3 alpha (Homo sapiens), P49840; GSK-3 alpha kinase, ADP-Glo luminescence, 60 min; inhibition, % at 10 µM; 320,000 compounds, 0.1% hits;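 in the data active means inhibition above about 50%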;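 further: GST-tagged GSK-3 alpha with peptide substrate and 25 µM ATP; 0% = DMSO neutral wells and 100% = GW8510 positive control wells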
# Active calls of the source: *. A portion of the library. The share of hits here may be higher or lower than overall.
entry | structure | GSK3 alpha inh
1 | CN1CCN(C(c2ccccc2)c2ccccc2)CC1 | 1
2 | CCOC(=O)c1ccc(N)cc1 | -5
3 | CCCCCCO | 1
4 | CC(C(=O)O)c1ccc(C(=O)c2cccs2)cc1 (configuration not stated) | -7
5 | CC(=O)OCC1=C[C@@H]2OC(=O)C3=CO[C@@H](O[C@@H]4O[C@H](CO)[C@@H](O)[C@H](O)[C@H]4O)[C@H]1[C@@H]32 | -6
6 | CCCNC(C)C(=O)Nc1c(C)csc1C(=O)OC (configuration not stated) | -4
7 | CC(=O)c1ccc(S(=O)(=O)NC(=O)NC2CCCCC2)cc1 | -2

# Some of the entries so far, field by field:
(2) CCOC(=O)c1ccc(N)cc1
  GSK3 alpha inh = -5

(3) CCCCCCO
  GSK3 alpha inh = 1

(4) CC(C(=O)O)c1ccc(C(=O)c2cccs2)cc1 (configuration not stated)
  GSK3 alpha inh = -7
